GPR35 antagonists: GPR35 antagonists blocking zaprinast-driven arrestin recruitment, primary screen, imaging, U2OS, beta-arrestin-GFP, zaprinast agonist (AID 2058); 290,000 tested, 0.052% active; G-protein coupled receptor 35 (Homo sapiens); U2OS GPR35 beta-arrestin-GFP translocation imaging, zaprinast antagonism; higher % means a stronger effect; one-dose inhibition, % at 10 µM; IC50 in µM for titrated hits;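 active = inhibition of at least 50% with at least 30 cells and total cytoplasm GFP at most 10,000,000; inconclusive = under 30 cells or total GFP of 10,000,000 plus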
HIV peptide binding: inhibitors of HIV fusion peptide binding, primary screen, biochemical, uHTS, fluorescence dequenching (AID 1986) | inhibition, % at 20 µM; hits with a dose series show IC50 in µM | 290,000 tested, 0.3% active | cell-free peptide binding, fluorescence dequenching, 30 min; higher % means a stronger effect; in the data active = inhibition mostly above about 52%, no sharp cut-off; inactive = mostly below about 76%; also: some results filed as inactive read as strong as hits
NS5 inhibitors: Dengue-2 NS5 methyltransferase inhibitors, primary screen, biochemical, confirmation dose response (AID 588689); 340,000 tested, 0.3% active; Dengue-2 NS5 methyltransferase capping enzyme assay, biochemical; higher % means a stronger effect; inhibition, % at 25 µM, or IC50 in µM where a hit was titrated; in the data active = a potency from the dose series; inconclusive = inhibition above about 29% without an active follow-up result
AID2073: inhibitors of Mint1-CaV2.2 protein interaction, biochemical, HTRF (AID 2073). Voltage-dependent N-type calcium channel subunit alpha-1B (Homo sapiens). HTRF protein-protein interaction, Mint1-CaV2.2; higher % means a stronger effect. inhibition, % at 20 µM; hits with a dose series show IC50 in µM. 290,000 tested, 0.19% active; in the data active = inhibition mostly above about 51%, no sharp cut-off; inconclusive = no clear call, values can overlap the other calls; inactive = mostly below about 53%; also: some results filed as inactive read as strong as hits
GPR55 activation: GPR55 agonists via beta-arrestin recruitment, primary screen, imaging, U2OS cells, beta-arrestin-GFP redistribution (AID 1961); U2OS GPR55 beta-arrestin-GFP redistribution imaging; higher % means a stronger effect; activation, % at 10 µM; hits with a dose series show EC50 in µM; 290,000 tested, 0.048% active; G-protein coupled receptor 55 (Homo sapiens);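 active = activation above 40% with more than 50 cells counted in the well; inconclusive = wells holding fewer than 50 cells, flagged as toxic or sparse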;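 also: U2OS osteosarcoma cells stably expressing GPR55 and beta-arrestin-GFP; plate controls were DMSO negative control for no effect and LPI positive control for full effect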
Siah-1 displacement: Siah-1 peptide-binding antagonists, primary screen, biochemical, fluorescence polarization, rhodamine-plectin, uHTS (AID 1817); E3 ubiquitin-protein ligase SIAH1 (Homo sapiens); Siah-1 / rhodamine-plectin peptide fluorescence polarization; higher % means a stronger effect; displacement, % at 20 µM, or IC50 in µM where a hit was titrated; 290,000 tested, 0.02% active;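 active = displacement of at least 50% at 20 µM, with a fluorescence ratio check between 0.3 and a set limit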;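 also: plate controls were Siah plus tracer with DMSO for no effect and tracer alone without Siah for full effect; strong numbers were not always called active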
GPR55 LPI antagonism: GPR55 antagonists blocking LPI-driven arrestin recruitment, primary screen, imaging, U2OS, beta-arrestin-GFP, LPI agonist (AID 2013); G-protein coupled receptor 55 (Homo sapiens); U2OS GPR55 beta-arrestin-GFP translocation imaging, LPI antagonism; higher % means a stronger effect; inhibition, % at 10 µM, or IC50 in µM where a hit was titrated; 290,000 tested, 0.13% active;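 active = spots per cell inhibited over 60%, with over 100 cells counted and total cytoplasm intensity under 500,000; inconclusive = wells with under 100 cells, flagged as likely toxic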;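 also: U2OS cells stably carrying GPR55 and arrestin-GFP stimulated by 5 µM LPI near EC80; imaged beta-arrestin-GFP aggregate spots per cell after agonist stimulation; plate controls were LPI-stimulated DMSO wells for no effect and DMSO wells without LPI for full effect; some results filed as inactive read as strong as hits; confirmed hits need IC50 under 10 µM and bright autofluorescent wells are also inconclusive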
NTR1 agonist: agonists of NTR1, primary screen, imaging, U2OS cells, beta-arrestin-GFP, high content (AID 493036); Neurotensin receptor type 1 (Homo sapiens), P30989; 330,000 tested, 0.17% active; activation, % at 20 µM; NTR1-U2OS beta-arrestin-GFP spot imaging, agonist mode;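 active = activation at or above 40% of the spot to cytoplasm intensity ratio, with at least 20 cells analyzed; inconclusive = wells under 20 cells, flagged as cytotoxic or low count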;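 also: 0% = DMSO without peptide and 100% = 100 nM NTR1 peptide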
Target sequence (P30989 whole entry, looked up): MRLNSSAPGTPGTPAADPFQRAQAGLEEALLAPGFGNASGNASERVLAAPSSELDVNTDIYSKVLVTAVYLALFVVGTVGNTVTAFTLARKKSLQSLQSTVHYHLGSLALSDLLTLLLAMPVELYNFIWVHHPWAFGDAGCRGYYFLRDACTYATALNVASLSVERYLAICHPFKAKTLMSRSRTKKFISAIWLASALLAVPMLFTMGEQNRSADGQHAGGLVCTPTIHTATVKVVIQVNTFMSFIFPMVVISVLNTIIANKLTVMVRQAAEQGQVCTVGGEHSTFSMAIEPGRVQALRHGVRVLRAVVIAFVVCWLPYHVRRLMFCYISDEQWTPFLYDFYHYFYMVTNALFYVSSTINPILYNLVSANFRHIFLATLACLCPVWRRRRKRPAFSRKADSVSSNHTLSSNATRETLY
UTI89 phage lysis: inhibition of K1F phage lysis, E. coli UTI89, bacterial capsule biogenesis inhibitors, alamar blue (AID 488966); E. coli UTI89 K1F phage lysis, alamar blue, 2 h; higher % means a stronger effect; inhibition, % at 100 µM, or IC50 in µM where a hit was titrated; 340,000 tested, 0.02% active;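 active = phage lysis inhibition, versus mean bacterial control, above a set limit; inconclusive = no clear call, values can overlap the other calls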;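 also: capsule biogenesis inhibitors block K1F phage lysis so surviving cells raise fluorescence; higher fluorescence means more inhibition of phage lysis; actives were called in the ten point dose series up to 300 µM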
NTR1 agonist cell count 20 µM: recorded beside NTR1 agonist, whose call it bears; cell count; measured here: cell count, cytotoxicity flag
NS5 inhibitors pilot replicate: second read-out of NS5 inhibitors, no call of its own (marks repeat the call); inhibition, %; measured here: pilot screen replicate inhibition
Active calls of the source: *; ? = inconclusive; . = no result given; [ ] = remark or other dose.

SMILES	GPR35 antagonists	HIV peptide binding	NS5 inhibitors	AID2073	GPR55 activation	Siah-1 displacement	GPR55 LPI antagonism	NTR1 agonist	NTR1 agonist cell count 20 µM	UTI89 phage lysis	others
Cc1ccc(C)c(SCc2nc3sc(C(=O)O)c(C)c3c(=O)[nH]2)c1	5%	5.2%	1%	-1%	0.0%	-1%	5%	3.2	55	-0.1%[50 µM]
COc1ccc(S(=O)(=O)NC(Cc2ccccc2)C(=O)O)cc1 (configuration not stated)	16%	2.5%	-7%	10%	0.0%	2%	11%	0.7	102	0.1%
O=C(CNC(=O)c1ccccc1F)N/N=C/c1cc(Br)ccc1OCc1ccccc1	-20%	0.1%	-8%	6%	-0.3%	5%	-5%	2.1	88	0.3%
O=C(Nc1cc(C(=O)N2CCCC2)ccc1N1CCCC1)c1ccccc1	8%	-3.1%	-3%	-10%	-0.1%	1%	-1%	1.5	46	0.2%
O=C(NC1CCCc2ccccc21)c1cccc(S(=O)(=O)N2CCN(c3ccccc3)CC2)c1 (configuration not stated)	-19%	-1.8%	-10%	?	0.0%	-2%	-22%	1.4	72	1.0%
Cc1ccc2c(COC(=O)c3ccccc3OC(F)F)cc(=O)oc2c1	-4%	-2.1%	-5%	2%	-0.1%	0%	11%	4.5	66	0.5%
CC(C)(C)NC(=O)C(OC(=O)c1cccs1)c1ccccc1 (configuration not stated)	16%	-1.1%	-12%	-2%	0.2%	4%	9%	1.0	62	-0.6%
OC(COCc1ccccc1)CN1CCCC1 (configuration not stated)	17%	3.8%	-1%	12%	0.1%	2%	13%	-0.1	67	0.3%
CN(c1ccccc1)S(=O)(=O)c1cccc(NC(=O)Nc2ccc(Cl)cc2C#N)c1	-18%	-0.2%	-3%	-7%	0.1%	3%	5%	0.9	67	1.1%[50 µM]
CCN(CC)S(=O)(=O)c1ccc(C)c(NC(=O)CN2CCN(C)CC2)c1	4%	1.4%	-2%	6%	-0.2%	3%	-7%	-0.3	57	-0.8%[50 µM]
N#Cc1cn(-c2ccccc2)nc1-c1ccc2c(c1)OCCO2	-3%	0.7%	7%	27%	-0.1%	2%	-4%	6.0	61	0.8%
CCN(CC)S(=O)(=O)c1ccc2c(c1)c(=O)c(C(=O)N1CCOCC1)cn2C	0%	0.8%	-1%	3%	-0.4%	-3%	20%	0.8	91	0.2%
Cc1cc(C)c(C(N)=O)c(Cl)n1	-5%	-2.7%	-4%	-3%	-0.3%	-3%	6%	-0.1	47	0.6%
CN1CCN(CC(=O)N/N=C/c2ccc(F)c(F)c2)CC1	10%	0.4%	-4%	0%	0.2%	8%	9%	1.5	69	1.0%
CC(=O)c1sc(-c2ccccn2)nc1C	-2%	1.5%	.	7%	0.0%	1%	-5%	1.5	30	.
Oc1c(C(c2cccs2)N2CCN(c3ccc(F)cc3)CC2)sc2ncnn12 (configuration not stated)	3%	3.0%	-1%	7%	-0.1%	3%	-6%	1.7	67	0.7%
CCS(=O)(=O)c1nn2c(N)c(/C=C3/C=CC(=O)C(OC)=C3)c(=O)nc2s1	-4%	17%	-77%	-4%	0.0%	1%	2%	1.6	43	-0.6%
CC(C(c1cccs1)c1c(N)n(C)c(=O)n(C)c1=O)[N+](=O)[O-] (configuration not stated)	-1%	0.4%	4%	-6%	1.1%	2%	-5%	0.1	53	0.4%
Cc1oc(C(C)(C)C)cc1-c1cc(NC(=O)c2ccc([N+](=O)[O-])cc2)n[nH]1	5%	-0.1%	-5%	6%	-0.4%	2%	-2%	0.6	53	-0.7%
CCc1ccc(CNC(=O)CCCn2nc(C)n3ccnc3c2=O)cc1	4%	0.5%	-4%	2%	0.6%	0%	12%	-1.8	51	-1.4%
CN(c1ccccc1)c1nc(N)c([N+](=O)[O-])c(N2CCCCCC2)n1	-11%	-2.2%	8%	2%	0.3%	1%	21%	5.1	54	-1.2%
O=C(Nc1nc2ccccc2n1Cc1ccccc1)c1ccc(COc2ccccc2[N+](=O)[O-])o1	11%	-0.6%	-5%	5%	0.2%	-4%	-9%	0.9	52	3.7%
COc1cccc(-c2cc(C(=O)Nc3cccnc3Cl)no2)c1	6%	1.4%	-1%	9%	0.2%	10%	2%	-1.1	56	0.4%
C[C@H]1CC[C@@]2(O[C@@H](CCO)C[C@@H](O)[C@@H]2O)O1	3%	-0.4%	1%	0%	-0.2%	4%	7%	-0.9	37	-0.1%
O=C(NCc1ccccn1)NC12CC3CC(CC(C3)C1)C2	14%	0.4%	-6%	-1%	-0.1%	-1%	6%	-0.2	91	1.2%
Next entries.
SMILES	GPR35 antagonists	HIV peptide binding	NS5 inhibitors	AID2073	GPR55 activation	Siah-1 displacement	GPR55 LPI antagonism	NTR1 agonist	NTR1 agonist cell count 20 µM	UTI89 phage lysis	others
COc1ccc(N2CCN(C(c3ccc4ncccc4c3)c3nnnn3C(C)C)CC2)cc1 (configuration not stated)	-5%	-2.2%	-14%	3%	1.5%	3%	11%	1.3	80	0.1%
COC(=O)c1cc(OC)c(OC)cc1NC(=O)c1c(-c2ccccc2)noc1C	-14%	-0.1%	-5%	-5%	-0.1%	1%	7%	3.1	73	-3.5%
NS(=O)(=O)c1ccc(CNC(=O)NC23CC4CC(CC(C4)C2)C3)cc1	8%	0.3%	-1%	6%	-0.1%	7%	-10%	1.5	65	3.1%
CC(O)C(NS(=O)(=O)c1ccc(Cl)cc1)C(=O)OCC(=O)Nc1cccnc1Cl (configuration not stated)	-2%	2.3%	-4%	-2%	0.1%	3%	3%	-1.2	69	0.1%[50 µM]
COc1ccc(C/C(N)=N/n2cnnc2)cc1Cl	54%	1.7%	-3%	-9%	-0.1%	14%	0%	-0.1	43	-0.1%
CC(C)(C)OC(=O)CNC(=O)c1nc[nH]c1C(=O)N1CCN(c2ccccc2)CC1	15%	-1.9%	9%	14%	0.0%	-4%	5%	5.8	67	3.5%
CCN(CC)C(=O)Cn1cc(S(=O)(=O)CC(=O)N2CCCCCC2)c2ccccc21	-6%	2.3%	-3%	-7%	-0.2%	6%	1%	-1.5	55	0.3%
O=C(Cc1c(F)cccc1Cl)Nc1ccc(S(=O)(=O)Nc2nccs2)cc1	-10%	4.3%	-4%	0%	2.5%	3%	0%	0.0	46	0.1%
Cc1cc(OCc2ccc(C(=O)n3cccn3)o2)ccc1Cl	24%	4.3%	1%	12%	-0.5%	12%	-8%	-2.5	97	-0.1%
Cc1ccc(C(=O)Nc2nc3ccc(S(C)(=O)=O)cc3s2)o1	11%	0.1%	-6%	4%	-0.4%	-2%	3%	-3.0	87	-1.1%
Cc1onc(-c2ccccc2Cl)c1C(=O)NCc1ccc(F)cc1	-1%	-0.2%	-6%	-3%	-0.2%	14%	8%	-1.3	57	-0.3%	NS5 inhibitors pilot replicate=4.0
CCc1sc(NC(=O)CCC(=O)O)nc1-c1cc2ccccc2oc1=O	2%	-2.3%	-6%	1%	0.5%	6%	4%	-0.1	47	0.2%
CCn1c(SCC(=O)N2CCOCC2)nc2oc3c(Cl)cc(Cl)cc3c(=O)c2c1=O	29%	34%	.	11%	-0.2%	1%	24%	32	91	.
O=C1CN(C(=O)CSc2nncn2-c2ccccc2)c2ccccc2N1	-11%	-2.1%	-1%	0%	0.5%	2%	12%	1.9	86	0.1%
O=C(CN1CCN(c2ccc([N+](=O)[O-])cc2)CC1)c1ccccc1	-10%	-2.1%	-1%	-1%	0.4%	2%	3%	0.1	112	0.7%
CCOC(=O)CSc1nc2ccccc2c(=O)n1NC(=O)c1ccccc1	6%	-0.2%	-6%	4%	-0.1%	-3%	-3%	-0.2	76	0.8%	NS5 inhibitors pilot replicate=-1.2
COc1cccc2cc(/C(C)=N/NC(=O)c3ccco3)oc12	4%	-1.2%	-3%	?	0.3%	5%	4%	-0.1	26	-0.1%
COC(=O)CN1C(=O)COc2ccc(S(=O)(=O)N3CCOCC3)cc21	-15%	1.0%	5%	2%	-0.1%	8%	7%	1.2	60	-0.3%
O=C(c1ccco1)N1CCC(c2nc3c(nnn3Cc3ccc(F)cc3)c(=O)[nH]2)CC1	2%	2.5%	-4%	6%	0.3%	9%	10%	-0.7	63	-0.1%
COc1ccc(NC(=O)COC(=O)C(CC(C)C)N2C(=O)C3CC=CCC3C2=O)cc1Cl (configuration not stated)	-1%	-3.5%	-3%	-1%	-0.3%	6%	-16%	0.5	70	2.1%[50 µM]
Cc1cc(NC(=O)COc2c(C)cccc2C)no1	9%	0.0%	-2%	-9%	0.4%	1%	2%	4.0	61	0.4%
COc1cc(S(=O)(=O)N2CCN(C(=O)c3ccccc3)CC2)c(OC)cc1Br	0%	0.6%	-13%	-5%	-0.1%	6%	10%	-0.2	40	-1.5%

Entries listed so far that have an NH in an aromatic ring:
SMILES	GPR35 antagonists	HIV peptide binding	NS5 inhibitors	AID2073	GPR55 activation	Siah-1 displacement	GPR55 LPI antagonism	NTR1 agonist	NTR1 agonist cell count 20 µM	UTI89 phage lysis	others
Cc1ccc(C)c(SCc2nc3sc(C(=O)O)c(C)c3c(=O)[nH]2)c1	5%	5.2%	1%	-1%	0.0%	-1%	5%	3.2	55	-0.1%[50 µM]
Cc1oc(C(C)(C)C)cc1-c1cc(NC(=O)c2ccc([N+](=O)[O-])cc2)n[nH]1	5%	-0.1%	-5%	6%	-0.4%	2%	-2%	0.6	53	-0.7%
CC(C)(C)OC(=O)CNC(=O)c1nc[nH]c1C(=O)N1CCN(c2ccccc2)CC1	15%	-1.9%	9%	14%	0.0%	-4%	5%	5.8	67	3.5%
O=C(c1ccco1)N1CCC(c2nc3c(nnn3Cc3ccc(F)cc3)c(=O)[nH]2)CC1	2%	2.5%	-4%	6%	0.3%	9%	10%	-0.7	63	-0.1%

Compounds were not picked by outcome. Share with any hit: about 1.2%.
